Assay outcomes from PubChem BioAssay.
FLuc stim CS: firefly luciferase counter-screen for stimulation assays; ATPlite luciferase biochemical, luminescence, 10 min; 0 = ATP-free wells, 1 = DMSO control; P08659; 200,000 tested, under 10 active; activation factor at 10 µM;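 active = luciferase activation factor, scaled between plate controls, of at least 2 with compound at 10 µM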
Target sequence (P08659 whole entry, looked up): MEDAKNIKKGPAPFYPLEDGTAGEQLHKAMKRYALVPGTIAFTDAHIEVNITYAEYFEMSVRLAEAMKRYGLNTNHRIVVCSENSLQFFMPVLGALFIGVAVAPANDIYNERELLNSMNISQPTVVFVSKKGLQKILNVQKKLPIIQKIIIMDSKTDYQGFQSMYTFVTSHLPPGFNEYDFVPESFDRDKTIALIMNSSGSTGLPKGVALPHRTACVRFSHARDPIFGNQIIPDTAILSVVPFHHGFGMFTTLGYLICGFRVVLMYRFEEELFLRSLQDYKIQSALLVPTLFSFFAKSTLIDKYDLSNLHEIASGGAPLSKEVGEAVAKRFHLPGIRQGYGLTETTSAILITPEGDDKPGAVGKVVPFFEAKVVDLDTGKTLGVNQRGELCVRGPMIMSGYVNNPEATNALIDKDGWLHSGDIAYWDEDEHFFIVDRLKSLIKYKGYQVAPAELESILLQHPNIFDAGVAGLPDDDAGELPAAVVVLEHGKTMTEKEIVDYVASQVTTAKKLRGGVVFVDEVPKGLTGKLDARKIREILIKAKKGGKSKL
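System: luciferase plus luciferin reagent, cell-free; medium: PBS as buffer for the ATP substrate; dosing: test compounds dosed from 2 mM stocks in 100% DMSO; timing: 10 min post-reagent at room temperature; measured by: luminescence measurement of luciferase light output; evaluation: luciferase activation, seen as luminescence increase over controls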
STAT1 inh: inhibitors of IFN-gamma induced STAT1 signaling; NIH 3T3 STAT1-luciferase reporter, luminescence; inhibition, % at 5.5 µM; 200,000 compounds, 0.35% hits; AID 920;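 active = inhibition above a set limit, the mean inhibition across all tested compounds plus 3 SD, cut at about 34% in these data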;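 also: 0% = IFN-gamma with DMSO and 100% = IFN-gamma with 300 µM nifuroxazide; values of inactives mirror those of a sister screen read the other way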
STAT3 activator: activators of IL-6 induced STAT3 signaling | U3A cells, IL-6 STAT3-luciferase reporter, luminescence; 100% = signal with IL-6 EC80 alone | 190,000 compounds, 0.91% hits | activation (% of control), % at 5.6 µM;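 active = activation above the screen-wide mean of compound activation plus 3 SD, cut at about 130% in these data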;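 also: 0% = background luminescence of wells with medium and substrate only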
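Material: human STAT1-deficient U3A cells with stable STAT3-luciferase reporter / Probe or stimulus: IL-6 stimulus at 33 ng/mL final / Schedule: 1 h compound pre-exposure, 6 h IL-6 stimulation, 37 °C / Technique: luminescence / Read-out basis: percent of IL-6-only median luminescence / Control set: IL-6-only high control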
STAT1 activator: STAT1 signaling activation. NIH 3T3 STAT1-luciferase reporter, IFN-gamma, luminescence; 100% = IFN-gamma alone, no compound. activation (% of control), % at 5.5 µM. 200,000 compounds, 2.6% hits. AID 932;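 active = activation above the screen-wide mean activation plus 3 SD, cut at about 130% in these data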;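 also: raw ratio to IFN-gamma control signal so 100% means no change and 0% no light; values of inactives mirror those of a sister screen read the other way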
NF-kB expr up: NF-kB expression increase, human neuronal cells; NF-kB reporter expression; stronger effect = higher value; fold change at 12.5 µM; 190,000 compounds, 1.6% hits; in the data active = fold change above about 3.3
FLuc inhib CS: inhibits firefly luciferase, flagging false hits in luciferase inhibition screens | P08659 | ATPLite firefly luciferase biochemical luminescence, 10 min | inhibition, % at 10 µM | 200,000 compounds, 1.5% hits | AID 1006;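 active = inhibition above about 50% when tested at 10 µM, limit read from the data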
APP 5'UTR act: APP 5'UTR luciferase reporter activation; SH-SY5Y APP 5'UTR luciferase reporter, luminescence; zero percent = DMSO vehicle wells; activation, % at 2 µM; 190,000 compounds, 1% hits; AID 1276;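 active = activation above a set limit, based on mean plus 3 SD of controls, cut at about 140% in these data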; also: values of inactives mirror those of a sister screen read the other way
ROMK primary: modulators of human ROMK potassium channel; B-score at 10 µM; P48048; 130,000 compounds, 2% hits; Tet-inducible ROMK, thallium flux fluorescence; actives lie on both sides;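 active = signal ratio slope over the read window, or its plate-corrected B-score, at least 3 SD from the plate mean, either direction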;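 also: B-score of the F/F0 ratio slope over 7 to 12 s after thallium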
Target sequence (P48048 whole entry, looked up): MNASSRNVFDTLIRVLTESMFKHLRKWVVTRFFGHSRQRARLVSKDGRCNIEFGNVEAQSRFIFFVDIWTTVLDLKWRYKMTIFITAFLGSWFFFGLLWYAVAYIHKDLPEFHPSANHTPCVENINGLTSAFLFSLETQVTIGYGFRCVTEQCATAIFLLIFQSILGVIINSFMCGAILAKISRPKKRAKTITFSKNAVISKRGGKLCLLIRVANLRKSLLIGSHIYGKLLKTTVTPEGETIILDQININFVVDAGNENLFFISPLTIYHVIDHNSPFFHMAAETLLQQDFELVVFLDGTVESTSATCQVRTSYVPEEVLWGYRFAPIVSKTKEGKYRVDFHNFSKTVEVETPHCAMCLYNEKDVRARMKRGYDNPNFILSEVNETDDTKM
STAT3 inh: reduces IL-6 driven STAT3 reporter signal. U3A cells, IL-6 STAT3-luciferase reporter, luminescence; host cell line lacks STAT1. inhibition, % at 5.5 µM. 190,000 compounds, 0.89% hits. AID 862;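 active = inhibition above the mean inhibition across all screened compounds plus 3 SD, cut at about 44% in these data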;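 also: 0% = DMSO only wells and 100% = 100 µM nifuroxazide control wells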
APP transl inh: APP translation inhibition. AID 1285. 190,000 compounds, 0.82% hits. SH-SY5Y APP 5'UTR-luciferase reporter, luminescence. inhibition, % at 2 µM;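 active = inhibition above a set limit, derived from the sample mean plus 3 SD, cut at about 45% in these data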; also: values of inactives mirror those of a sister screen read the other way
Active calls of the source: *; · = no result given. Not a hit list. Share with any hit: about 7.1%.

Results follow in this order: APP transl inh, STAT3 activator, APP 5'UTR act, FLuc stim CS, FLuc inhib CS, STAT1 inh, STAT1 activator, ROMK primary, NF-kB expr up, STAT3 inh
COc1ccc(C(=O)N2CCCC(c3nc(-c4cccs4)no3)C2)cc1 (configuration not stated)
  -2, 100, 2, 1, -2, 4, 96, ·, 0.96, 5
COc1ccc2cc(-c3[nH]ncc3CN3CCCCO3)ccc2c1
  -22, 108, 22, 1, -2, -19, 116, -0.86, 1.4, -7
COC(C(=O)Nc1ccc(C(C)=O)cc1)c1ccccc1 (configuration not stated)
  -4, 104, 4, 1, 0, 1, 99, ·, 1.2, -1
CCc1cccc(CC)c1NC(=O)COC(=O)c1cccc(-c2ccc(OC(C)=O)cc2)c1
  -9, 104, 9, 1, -3, -4, 104, -0.35, 1.2, -6
Cc1ccc(N2C(=O)SC(N(CC(=O)O)c3ccc(C)cc3)C2=O)cc1 (configuration not stated)
  -31, 102, 31, 1, -4, -5, 103, 0.24, 1.3, 1
CO/N=C/c1cccn1-c1nccc(OC)c1C#N
  8, 105, -8, 1, -4, -2, 100, ·, 0.92, -1
Cc1ccc(CNC(=O)CN(C)S(=O)(=O)c2cccs2)cc1
  10, 104, -10, 1.1, -6, -3, 101, -1, 1.3, 7
NS(=O)(=O)c1ccc(CCNC(=O)/C=C/c2ccc([N+](=O)[O-])cc2)cc1
  10, 88, -10, 1.1, -6, -2, 100, 1.7, 0.82, 17
O=[N+]([O-])c1ccc(Oc2cccc(Br)c2)c2ccncc12
  7, 118, -7, 1, 2, 13, 88, -0.39, 1.1, -22
O=C(Cn1cnc2cc([N+](=O)[O-])ccc2c1=O)NCCc1ccc(Cl)cc1
  -11, 107, 11, 1.1, -5, 2, 95, -0.011, 1.1, -3
CC1CC(N(C(=O)c2ccco2)c2ccccc2)c2ccccc2N1C(=O)c1ccco1 (configuration not stated)
  -2, 104, 2, 1.1, -5, 8, 93, ·, 1.1, 3
CSc1nnc(-c2ccc(NC(=O)CCc3ccccc3)cc2)n1C
  -10, 101, 10, 1, -5, 3, 98, -0.69, 0.98, -2
COc1cccc(-c2ccc(C#N)c(SCC(=O)NCCc3ccccc3)n2)c1
  2, 97, -2, 1.1, -7, -8, 107, ·, 0.82, 2
COc1ccc2nc(NC(=O)C3CCCN(S(=O)(=O)c4cccs4)C3)sc2c1 (configuration not stated)
  -12, 96, 12, 1, -5, -4, 103, ·, 0.71, 11
CC(C)(C)c1ccc(/C=N/Nc2ccc(C(=O)O)cc2)cc1
  -55, 27, 55, 0.7, 34, 74*, 34, -0.28, 4.5*, 88*
CCN(CC)CCNC(=O)Cn1nc(Cc2cccnc2)c2ccccc2c1=O
  ·, 101, ·, 1, -1, 4, 97, ·, 1, 8
CC1=C(C(=O)Nc2ccccc2)C(c2sccc2C)n2nnnc2N1 (configuration not stated)
  2, 98, -2, 1, -4, 4, 94, 0.47, 1.1, 2
CCc1cccc2c(=O)c(C(=O)N3CCCCCC3)c[nH]c12
  -8, 92, 8, 1, -1, 2, 98, ·, 1.1, 14
CS(=O)(=O)N(Cc1ccccc1F)c1ccccc1
  -5, 107, 5, 1, -1, -3, 106, -0.036, 1.3, -5
O=C1CC(c2ccc(Br)cc2)NC(c2ccc(Br)cc2)C1c1ccccc1 (configuration not stated)
  9, 104, -9, 1, -5, -12, 111, ·, 1.2, -6

Reformatted bar-delimited: entries from further up
canonical_smiles | APP transl inh | STAT3 activator | APP 5'UTR act | FLuc stim CS | FLuc inhib CS | STAT1 inh | STAT1 activator | ROMK primary | NF-kB expr up | STAT3 inh
NS(=O)(=O)c1ccc(CCNC(=O)/C=C/c2ccc([N+](=O)[O-])cc2)cc1 | 10 | 88 | -10 | 1.1 | -6 | -2 | 100 | 1.7 | 0.82 | 17
O=[N+]([O-])c1ccc(Oc2cccc(Br)c2)c2ccncc12 | 7 | 118 | -7 | 1 | 2 | 13 | 88 | -0.39 | 1.1 | -22

Other entries follow.
Results follow in this order: APP transl inh, STAT3 activator, APP 5'UTR act, FLuc stim CS, FLuc inhib CS, STAT1 inh, STAT1 activator, ROMK primary, NF-kB expr up, STAT3 inh
O=C(C1CC1)N1CCc2cc(S(=O)(=O)N3CCCc4ccccc43)ccc21
  0, 106, 0, 1.1, -5, -11, 110, 0.053, 1, -5
C=C(C)COc1ccc(-c2nc(N)ncc2-c2ccc(OC)cc2)c(O)c1
  -9, 111, 9, 1, 0, 1, 99, ·, 0.47, -8
Cc1nn(C)c(C)c1S(=O)(=O)N1CCC(C(=O)NCCC2=CCCCC2)CC1
  -6, 103, 6, 1.1, -8, 2, 98, ·, 0.91, 5
COCc1cc(Sc2ccc(OC)cc2)nc(-c2ccccc2)n1
  -28, 102, 28, 1.1, -6, 11, 89, 1.8, 0.93, 6
Cn1c(C(=O)O)cc2cc(F)ccc21
  -2, 122, 2, 1, 0, 8, 93, -0.046, ·, -17
CCCNS(=O)(=O)c1ccc(-n2cnnn2)c(OC)c1
  14, 99, -14, 1.1, -7, 0, 100, -0.22, 1.1, 7
CCC(C)Oc1ccccc1C1CC(=O)NC2=C1C(=O)CCC2 (configuration not stated)
  -2, 99, 2, 1, -4, -2, 102, 2.8*, 1.6, 5
CCn1c(C)c(C(C)=O)c(N2CCN(c3ccc(F)cc3)CC2)nc1=S
  -9, 88, 9, 1.1, -10, 6, 95, ·, 1.1, 16
Cc1ccccc1-c1n[nH]c(=S)n1Cc1ccccc1
  -26, 96, 26, 0.9, 9, 2, 97, 0.63, 0.91, 11
Cc1cc(C)c(C)c(S(=O)(=O)NCCCN2CCOCC2)c1C
  11, 90, -11, 1.1, -7, -1, 99, -1.1, 1.1, 18
Cc1cccc(-n2nnc(C(=O)NCc3ccccc3)c2N)c1
  4, 92, -4, 1, -3, -11, 110, ·, 1.2, 14
CS(=O)(=O)N(CC(=O)NCc1ccc2c(c1)OCO2)Cc1ccccc1
  -3, 102, 3, 1, -1, -2, 102, 0.058, 1.1, 2
COc1cc(C(=S)N2CCCC2)ccc1OC(=O)c1ccc(Cl)cc1[N+](=O)[O-]
  -9, 90, 9, 1.1, -7, 6, 95, ·, 1.2, 15
Cc1noc(C)c1COc1ccc(C(=O)OCC(=O)NC(=O)C2COc3ccccc3O2)cc1 (configuration not stated)
  1, 99, -1, 1, -3, 1, 99, ·, 1.2, 6
CCCc1n[nH]c(=O)[nH]1
  -10, 101, 10, 1.1, -8, 5, 95, 0.53, 0.97, 2
CCC(CC)C(=O)c1c[nH]c(C(=O)OC)c1
  -13, 102, 13, 1.1, -7, -2, 100, 1.4, 1, 5
O=C(CSc1nnnn1C1CCCCC1)N1CCOCC1
  -20, 109, 20, 1, -2, -15, 112, -0.47, 1.2, -3
COC(=O)C(NNc1ccccc1)(NC(=O)c1ccc(F)cc1)C(F)(F)F (configuration not stated)
  3, 100, -3, 1, -2, 1, 99, ·, 1.3, 6
O=C(CC(Nc1ccc(F)cc1)C(=O)O)c1ccccc1 (configuration not stated)
  -89, 55, 89, 0.1, 87*, -52, 148*, ·, 5.7*, 54*
O=C1C=C(Nc2cccc(Cl)c2)CC(c2ccco2)C1 (configuration not stated)
  4, 101, -4, 1, -5, 2, 98, 0.34, 1, 4
Clc1ccc2c(NCc3ccco3)ncnc2c1
  -12, 83, 12, 0.9, 5, 16, 85, ·, 0.82, 22
CC(C)Cn1c(SCC(=O)N2CCc3ccccc3C2)nc2cc(Cl)ccc2c1=O
  -20, 101, 20, 1.1, -8, -4, 103, -0.0026, 0.55, -4
CC(C)(C)c1ccc(C(=O)c2c[nH]c(C(=O)O)c2)cc1
  -88, 99, 88, 0.7, 33, -48, 142*, 0.0064, 0.88, 9
CC(C)NC(=S)N1CCC(Cc2ccccc2)CC1
  1, 99, -1, 1.1, -6, 7, 92, 0.2, 1.2, 8
CCN=C1S/C(=C\c2ccc(N3CCOCC3)cc2C)C(=O)N1CC
  16, 98, -16, 1, -2, -2, 102, -0.53, 0.77, 0
COC(=O)c1cc2oc(C)cc2n1CC(=O)N1CCCc2ccccc21
  7, 100, -7, 1, -4, 9, 92, ·, 0.85, 3
CC(C)(C)N(Cc1ccccc1)C(=O)c1ccc(Cl)cc1[N+](=O)[O-]
  -14, 96, 14, 1.1, -10, -1, 99, -0.16, 0.77, 8
CCOC(=O)Cc1csc(NC(=O)CSc2nnc(-c3ccc(OC)cc3)n2C)n1
  -1, 94, 1, 1, 2, -4, 104, ·, 1, 13
O=C(O)c1cc2ccc3ccccc3c2oc1=O
  -11, 152*, 11, 1, -2, -1, 103, -0.098, 1.1, -58
CC(C)CC(NC(N)=O)C(=O)NCc1ccccc1Cl (configuration not stated)
  4, 117, -4, 1, 4, -13, 110, 0.98, 1.1, -9
COc1ccc(-n2c(SCC(=O)Nc3nccs3)nc3c(c2=O)SCC3)cc1
  -7, 102, 7, 1, -2, 2, 98, ·, 1.1, 7
COc1ccc(C2C(C#N)=C(N)OC3=C2C(=O)CC(C)(C)C3)cc1OC (configuration not stated)
  -12, 98, 12, 1, -4, -5, 105, 0.74, 1.2, 8
CCCC1c2ccc(C)n2CCN1C(=O)Nc1ccc(F)cc1 (configuration not stated)
  5, 92, -5, 1, -4, -9, 108, ·, 1.3, 14
NC(=O)CSc1nnc(-c2ccc(O)cc2)n1Cc1ccco1
  12, 100, -12, 1.1, -7, 0, 100, ·, 1, 4
O=C(c1n[nH]c(=O)c2ccccc12)N1CCN(c2ccccc2Cl)CC1
  -14, 97, 15, 1, -5, -1, 101, ·, 0.94, 9
Cc1c(C)c2ccc(Oc3ccc([N+](=O)[O-])cc3C(F)(F)F)c(C)c2oc1=O
  -1, 96, 1, 1.1, -10, 9, 92, -0.18, 1.1, 12
CCOC(=O)C(Oc1ccc(=O)[nH]n1)C(C)=O (configuration not stated)
  2, 99, -2, 1, -2, 5, 96, 0.058, 0.87, 5
CCn1cc(C(=O)NCc2ccc3c(c2)OCO3)c(=O)c2cc(F)c(N3CCN(C)CC3)cc21
  -1, 103, 1, 1, -4, 12, 89, ·, 1.1, 2
Cc1nc(C)c(C(=O)C2=C(O)C(=O)N(CCN(C)C)C2c2cccs2)s1 (configuration not stated)
  6, 104, -6, 1, -3, -1, 101, ·, 1.3, 0
CCc1ccc(NC(=O)N(CCCN2CCOCC2)Cc2cccs2)cc1
  6, 94, -6, 1.1, -6, 12, 89, ·, 0.9, 16
COc1ccc(Cn2c(C3CC3)nc3ccc(NC(=O)c4ccco4)cc3c2=O)cc1
  -102, 99, 102, 1.1, -7, -56, 152*, ·, 1.3, 9
O=Cc1ccc(OCC(=O)N2CCOCC2)cc1
  -17, 101, 17, 1, -4, -7, 105, 0.4, 1, 0

Copied from the list.
FLuc inhib CS, `CCCC1c2ccc(C)n2CCN1C(=O)Nc1ccc(F)cc1` (configuration not stated) stands at -4
FLuc inhib CS, `CCc1ccc(NC(=O)N(CCCN2CCOCC2)Cc2cccs2)cc1` stands at -6
FLuc inhib CS, `CC(C)CC(NC(N)=O)C(=O)NCc1ccccc1Cl` (configuration not stated) stands at 4
APP 5'UTR act, `O=Cc1ccc(OCC(=O)N2CCOCC2)cc1` stands at 17
STAT1 inh, `COc1ccc(-n2c(SCC(=O)Nc3nccs3)nc3c(c2=O)SCC3)cc1` stands at 2
STAT1 inh, `CCOC(=O)Cc1csc(NC(=O)CSc2nnc(-c3ccc(OC)cc3)n2C)n1` stands at -4
